Nrf2 ARE act: Nrf2 pathway activation; AREc32 ARE-luciferase reporter (MCF7-derived line), luminescence, 24 h; Potency, µM (top dose mostly 46.1 µM), inactives show at the highest dose activation, actives largely listed as activators; 410,000 compounds, 0.31% hits; AID 624171; further: potency means the concentration at half of the fitted maximal effect; % of control where 0% means no effect; nearly all actives have a fitted effect of over 65% in size
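Each well held 1000 AREc32 cells, which were incubated with compound for 24 hr at 37 deg C after overnight attachment, and ARE reporter activity was quantified by firefly luciferase luminescence.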
TGFb inhibitor: TGF-b pathway inhibition; HepG2 CAGA-GFP TGF-b/SMAD3 reporter, GFP fluorescence, 18 h; TGF-beta stimulated, 500 pg/mL final; Potency, µM (series often up to 46.1 µM), without a hit: at the top dose activity, negative = inhibition, hits mostly inhibitors; 410,000 compounds, 1.2% hits; AID 588855; further: potency means the concentration at half of the fitted maximal effect; on the % scale 0 is the no-effect control and ±100 the full control effect; nearly all actives have a fitted effect of over 65% in size
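Inhibition was scored as loss of TGF-beta-induced (500 pg/mL final, 18 hours, 37 degrees C) GFP in HEPG2 cells carrying a CAGA-GFP reporter, in DMEM with 1% FBS. Well GFP was summed per cell; Activity was normalised to unstimulated and stimulated DMSO wells, then concentration-response fitting.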
ATXN2 expr inh: inhibitors of ATXN2 expression. HEK-293 ATXN2-luciferase reporter, luminescence, 24 h. 360,000 compounds, 0.72% hits. Potency, µM (top dose mostly 57 µM), for the others: at the highest dose activity change, negative = inhibition, actives largely listed as inhibitors. AID 1745845; further: potency means the concentration at half of the fitted maximal effect; on the % scale 0 is the no-effect control and ±100 the full control effect; nearly all actives have a fitted effect of over 55% in size
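ATXN2-luciferase reporter cells (luciferase flanked by upstream and downstream ATXN2 gene portions) were treated 24 h at 37 °C with compounds at up to 57 uM. SteadyGlo luminescence gave expression; GF-AFC fluorescence gave viability.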
Nrf2 block: inhibitors of Nrf2 signaling | A549 ARE-Fluc reporter, luciferase luminescence, 18-24 h | Potency, µM (series often up to 46 µM), for inactives: at the top dose activity change, negative = inhibition, usual class: inhibitors | 360,000 compounds, 2.1% hits | AID 504444; further: potency means the concentration at half of the fitted maximal effect; on the % scale 0 is the no-effect control and ±100 the full control effect; nearly all actives have a fitted effect of over 60% in size
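Nrf2 function is reported as luminescence of an ARE-controlled luciferase in A549 cells. Compounds were tested at several concentrations, and a CellTiter-Fluor read on the same wells flagged cytotoxicity.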
IL2 activator: activates IL-2 in a cell-based reporter assay. IL-2 activation reporter assay, cell-based qHTS; stimulated with anti-CD3/CD4/CD28 beads; in transgenic mouse T cells. activation, % (series mostly up to about 46 µM). 360,000 compounds, 0.065% hits; in the data active means activation above about 50%; inconclusive means mostly about 30% to 49%; further: 0% is about no effect
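Using fluorescent plate cytometry, EGFP and DsRed are detected in transgenic mouse T cells stimulated 18 h at 37 degrees C with antibody-coated beads after 60 min compound pretreatment.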
EPAC2 agonist: EPAC2 (human) agonism. Potency, µM (highest dose often 154 µM), for inactives: top-dose activation, hits mostly activators. AID 720711. 360,000 compounds, 0.079% hits. EPAC2 activation, biochemical qHTS; response scale: 100% = 6.5 mM cAMP response; further: potency means the concentration at half of the fitted maximal effect; nearly all actives have a fitted effect of over 50% in size
Target sequence (Q8WZA2 whole entry, looked up): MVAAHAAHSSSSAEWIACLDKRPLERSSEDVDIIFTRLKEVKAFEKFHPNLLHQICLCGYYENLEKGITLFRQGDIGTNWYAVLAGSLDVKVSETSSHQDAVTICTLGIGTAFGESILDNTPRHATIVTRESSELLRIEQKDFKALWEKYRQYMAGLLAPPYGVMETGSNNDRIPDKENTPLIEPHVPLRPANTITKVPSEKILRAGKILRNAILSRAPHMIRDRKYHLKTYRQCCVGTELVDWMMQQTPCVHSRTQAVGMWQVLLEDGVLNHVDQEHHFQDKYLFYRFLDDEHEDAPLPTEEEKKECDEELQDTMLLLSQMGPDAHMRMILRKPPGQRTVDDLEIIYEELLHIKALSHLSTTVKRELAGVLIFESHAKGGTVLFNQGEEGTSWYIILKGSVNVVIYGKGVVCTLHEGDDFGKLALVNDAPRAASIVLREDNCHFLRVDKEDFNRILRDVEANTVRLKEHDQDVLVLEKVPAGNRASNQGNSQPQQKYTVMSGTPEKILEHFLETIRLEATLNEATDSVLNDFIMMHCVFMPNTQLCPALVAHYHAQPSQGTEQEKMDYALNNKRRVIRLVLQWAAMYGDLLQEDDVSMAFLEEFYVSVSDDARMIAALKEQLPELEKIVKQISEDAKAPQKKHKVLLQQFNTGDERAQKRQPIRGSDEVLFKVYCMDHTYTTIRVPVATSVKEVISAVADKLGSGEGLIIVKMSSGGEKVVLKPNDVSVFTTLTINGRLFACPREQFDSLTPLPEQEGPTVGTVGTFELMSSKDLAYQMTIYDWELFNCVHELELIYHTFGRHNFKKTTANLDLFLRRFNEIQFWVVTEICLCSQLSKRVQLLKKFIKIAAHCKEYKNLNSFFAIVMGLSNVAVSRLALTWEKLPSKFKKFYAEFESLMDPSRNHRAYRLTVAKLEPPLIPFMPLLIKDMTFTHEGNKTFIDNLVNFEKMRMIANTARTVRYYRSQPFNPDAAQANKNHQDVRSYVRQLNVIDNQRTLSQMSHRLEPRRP
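In this primary screen, activation is scored as increased exchange of BODIPY-GDP from Rap1B by 100 nM EPAC2, with 50 uM GDP as competitor. Signal is normalized to the 6.5 mM cAMP agonist control.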
ATXN viability: viability counter-screen for ATXN expression inhibitors. S2 cells (HEK-293 line with an ATXN2-luciferase reporter) viability, CellTiter-Fluor protease fluorescence, 24 h. Potency, µM (highest dose often 56.7 µM), usual class: cytotoxic. 400,000 compounds, 0.49% hits; further: potency means the concentration at half of the fitted maximal effect; nearly all actives have a fitted effect of over 40% in size
HepG2 viability: kills HepG2 cells in TGF-b inhibitor counter-screen; HepG2 CAGA-GFP viability, ATP luminescence, 18 h; Potency, µM (titrated, usually from 46.1 µM), without a hit: top-dose activity change, negative = cytotoxicity, hits mostly cytotoxic; 410,000 compounds, 0.76% hits; further: potency means the concentration at half of the fitted maximal effect; some results filed as inactive show a strong effect at the top dose
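CellTiter-Glo luminescence gave cytotoxicity after 18 hours at 37 degrees C. The cells were HepG2 CAGA-GFP in 1% FBS DMEM, stimulated with 500 pg/mL TGF-beta after compound addition. %Activity was normalised to no-cell wells (complete cell-killing) and DMSO (no toxicity), and curves were fitted and classified.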
A549 viability: counter-screen for Nrf2 inhibitors: cytotoxicity in A549 cells; A549 ARE-Fluc cells, CellTiter-Fluor viability, 18-24 h; Potency, µM (highest dose often 46 µM), without a hit: at the highest dose activity change, negative = cytotoxicity, actives largely listed as inhibitors; 390,000 compounds, 0.16% hits; further: potency means the concentration at half of the fitted maximal effect; on the % scale 0 is the no-effect control and ±100 the full control effect
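Cytotoxicity counterscreen: CellTiter-Fluor fluorescence was measured in A549 ARE_Fluc cells after 18-24 h of compound exposure in a concentration series. The subsequent BugLite luminescent read reports ARE-luciferase activity.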
The depositor's hits bear a star; i = inactive; ? = inconclusive; . = not tested or not shown; [ ] = dose if it differs, or a comment. Unless noted, the call rests on the fitted dose curve; in most records, active means well fitted curve in the direction sought with a large enough effect; inconclusive means small, poorly fitted or top-dose-only effect, or another doubt; inactive means no such curve, though single readings can be large; an effect the other way counts as inactive or inconclusive.

compound,TGFb inhibitor,ATXN viability,ATXN2 expr inh,HepG2 viability,Nrf2 block,A549 viability,EPAC2 agonist,Nrf2 ARE act,IL2 activator
CCN(C(=O)CSc1cccc[n+]1[O-])c1ccccc1,6.1%,?,4.0%,9.5%,-2.7%,0.2%,-4.7%,-0.3%,-1.6
CC(C)C[C@H](NC(=O)N1CC(=O)Nc2ccccc21)C(=O)N[C@H](Cc1ccccc1)C(=O)O,16.1%,i,-6.7%,8.7%,-10.8%,1.5%,7.5%,0.2%,-0.4
CCOc1cccc2sc(NC(=O)CS(=O)(=O)c3ccc(C)cc3)nc12,-1.7%,.,.,-0.6%,.,1.1%,.,3.7%,.
CCCc1nc2sc3c(=O)n(N)cnc3c2c2c1CCCC2,-1.2%,i,.,-11.4%,5.2%,16.2%,7.7%,0.4%,1.7
CCc1cc2cc3c(cc2nc1SCC(=O)Nc1nccs1)OCO3,31.9%[activator],i,-22.2%,1.1%,?,-4.7%,8.0%,0.3%,-1.2
COc1ccc(OCc2nc(-c3ccc(OC)c(OC)c3)no2)cc1,30.3%,i,-15.2%,-20.4%,-23.4%,2.3%,.,-0.2%,.
Cc1ccc(CC(=O)N2CCOCC2)cc1,2.6%,i,3.2%,-9.5%,1.0%,9.1%,11.2%,0.0%,-2.7
Cn1c(=O)c2c(-c3cccc(Br)c3)c(C#N)c(N)nc2n(C)c1=O,13.3%,i,-24.7%,27.4%,0.2%,-4.5%,1.7%,0.2%,0.9
C[C@H](NC(=O)c1nc[nH]c1C(=O)NCCCCCNC(=O)OC(C)(C)C)c1ccccc1,?,?,-12.2%,-21.9%,?,-6.4%,4.3%,10.7%,-0.8
COc1ccc(NC(=O)c2ccc(C)cc2Cl)c([N+](=O)[O-])c1,3.2%,i,47.2%[activator],-24.1%,.,3.9%,-10.7%,3.1%,0.5
Cc1ccc(C(=O)Nc2ncc3c(n2)CC(c2ccco2)CC3=O)cc1 (stereo not drawn),4.7%,i,-11.1%,0.5%,3.5%,-4.8%,0.7%,?,-0.9
Cc1sc2nc(CN3CCCC3)nc(N3CCN(S(=O)(=O)c4ccccc4)CC3)c2c1C,-1.2%,i,-12.9%,-26.2%,-8.8%,0.6%,9.6%,2.3%,1.1
CCOC(=O)c1ccccc1NC(=O)CSc1nccn1C,11.2%,i,8.2%,7.2%,21.5%,-0.7%,4.0%,2.9%,0.2
CCN1CCN(c2c(S(=O)(=O)c3ccc(Cl)cc3)cnc3ccccc23)CC1,?,i,13.3%,8.3%,-5.6%,-19.2%,.,1.3%,.
O=C(Cn1cnc2ccccc21)Nc1ccc(C(=O)O)cc1,5.5%,i,-4.2%,5.7%,-9.5%,-0.8%,8.6%,-0.3%,-1.7
COc1ccc(-c2nc3cc(C)ccn3c2NC(=O)c2ccc(C)c(C)c2)cc1,-28.5%,?,8.9%,-6.5%,17.2%[9.27 µM],-7.9%,.,3.1%,.
Cn1c2ccccc2c2nnc(SCC(=O)NC3CCCC3)nc21,6.2%,i,-1.6%,7.8%,-15.9%,-0.1%,-4.8%,-0.1%,-3.8
Cc1c(OCC(F)(F)F)ccnc1CSc1nc2ccccc2[nH]1,1.1%,?,35.3%[activator],-24.8%,-27.7%,-9.3%,-24.5%,2.4%,0.1
Cc1ccc(-c2nc(CSCC(=O)NCC3CCCO3)c(C)o2)cc1 (stereo not drawn),-21.4%,i,1.7%,-5.2%,?,-0.3%,1.2%,1.5%,-1.9
CC(=O)N1CCN(c2ccc(S(=O)(=O)NCCN(C(C)C)C(C)C)cc2[N+](=O)[O-])CC1,-7.0%,i,6.5%,-1.2%,8.5%,12.7%,-4.8%,1.4%,-2.5
CCCC(=O)Nc1ccc2c(c1)COC2=O,5.0%,i,-5.4%,-0.7%,?,-0.1%,0.6%,-0.2%,-1.9
C[C@H](NC(=O)c1ccccc1Cl)C(=O)OCCOc1cccc(Cl)c1,8.0%,i,.,11.1%,-17.9%,-0.2%,-6.3%,-0.6%,-0.1
CNc1ccc([N+](=O)[O-])cc1-c1nc2ccccc2[nH]c1=O,-4.7%,i,-12.4%,-10.9%,21.5%,7.5%,5.9%,11.3%,-0.1
O=S(=O)(NCc1ccc(Cl)cc1)c1ccc(Cl)nc1,?,i,7.9%,-1.4%,-3.3%,0.6%,13.0%,-0.4%,0.7
COc1ccccc1N(CC(=O)Nc1ccccc1C(=O)NC(C)C)S(C)(=O)=O,3.3%,i,4.8%,-1.4%,22.6%,2.8%,1.1%,-0.7%,-0.8

The last 3 entries of the part above open the next one.
compound,TGFb inhibitor,ATXN viability,ATXN2 expr inh,HepG2 viability,Nrf2 block,A549 viability,EPAC2 agonist,Nrf2 ARE act,IL2 activator
CNc1ccc([N+](=O)[O-])cc1-c1nc2ccccc2[nH]c1=O,-4.7%,i,-12.4%,-10.9%,21.5%,7.5%,5.9%,11.3%,-0.1
O=S(=O)(NCc1ccc(Cl)cc1)c1ccc(Cl)nc1,?,i,7.9%,-1.4%,-3.3%,0.6%,13.0%,-0.4%,0.7
COc1ccccc1N(CC(=O)Nc1ccccc1C(=O)NC(C)C)S(C)(=O)=O,3.3%,i,4.8%,-1.4%,22.6%,2.8%,1.1%,-0.7%,-0.8
COc1cccc(C(=O)OCC(=O)Nc2cc(C)c(C)cc2[N+](=O)[O-])c1,-16.5%,i,-14.7%,-17.0%,12.4%,0.9%,5.0%,0.1%,-0.8
CP(C)(=O)CCP(=O)(c1ccccc1)c1ccccc1,?,i,3.2%,-2.3%,4.8%,-3.7%,4.0%,0.3%,0.1
O=C(CSc1ncnc2ccccc12)NCc1ccco1,4.3%,i,2.0%,0.7%,-3.0%,-1.5%,7.7%,7.9%,0.0
Cc1cccc(-n2ccnc2SCC(=O)Nc2ccc(F)cc2F)c1C,-3.0%,i,-10.5%,-19.1%,.,1.6%,.,-0.5%,.
COc1cccc(NC(=O)C(=O)N2CCOCC2)c1,18.9%,i,27.8%,-0.3%,?,-5.4%,5.3%,2.4%,-0.3
O=C(Cc1ccc(S(=O)(=O)N2CCOCC2)s1)N1CCN(S(=O)(=O)c2cccc([N+](=O)[O-])c2)CC1,2.3%,i,-10.9%,3.1%,1.1%,4.4%,5.9%,2.6%,3.1
COc1ccc(S(=O)(=O)N2CCc3ccccc32)cc1[N+](=O)[O-],-3.9%,i,?,-2.3%,0.1%,-7.7%,3.9%,0.3%,-1.8
Cc1ccc(C(=O)COC(=O)c2cc(-c3ccccc3)nc3ccccc23)cc1C,3.9%,i,7.1%,-16.0%,-7.4%,-4.3%,.,5.0%,.
COc1ccc(-c2nc3c(c(SCC(=O)Nc4ccccc4OC)n2)Cc2cccc(C)c2O3)cc1,-7.5%,i,-0.9%,-4.0%,3.9%,4.2%,.,4.2%,.
Cc1cc(Nc2ccccc2F)n2ncnc2n1,2.8%,i,1.0%,1.6%,0.9%,3.2%,6.6%,-0.1%,-0.3
O=C(Nc1ccc(Cl)cc1-c1nc2ccccc2s1)c1ccco1,4.0%,?,-19.3%,0.0%,?,-11.5%,4.5%,14.8%,3.3
COc1ccc(-c2oc(/N=C/N3CCCC3)c(C#N)c2-c2ccc(OC)cc2)cc1,-5.3%,i,-3.6%,-0.8%,-21.1%,-16.2%,11.8%,-0.4%,-0.2
NC(=O)C1(c2ccccc2)CCC(=O)N1c1ccccc1 (stereo not drawn),-2.6%,i,-17.2%,15.0%,8.9%,4.0%,-2.5%,-0.6%,-1.9
Cc1onc(-c2c(Cl)cccc2Cl)c1C(=O)N1CCc2ccccc21,-17.6%,i,-2.2%,-20.2%,5.7%,2.4%,17.3%,-0.4%,5.4
c1ccc(-c2nc(C3CCCCC3)c3ccccc3n2)cc1,2.1%,i,2.0%,-2.7%,1.0%,3.1%,11.7%,0.2%,0.1
Cc1ccc(S(=O)(=O)N(CC(=O)Nc2ccc(Cl)c([N+](=O)[O-])c2)C2CCCCC2)cc1,10µM*,i,1.5%,-13.6%,?,-16.1%,-5.4%,3.7%,-0.8
O=C(O)c1ccc2c(=O)n3c(nc2c1)/C(=C/c1cccc(Cl)c1Cl)CCCC3,33.1%,?,7.2%,21.7%,-0.9%,-4.2%,-1.3%,4.6%,1.1
CCc1ccc(OCCNC(=O)c2ccco2)cc1,-3.0%,i,29.7%,2.9%,17.9%,2.4%,-1.8%,2.6%,-3.8
COc1ccc2c(=O)c(-c3ccccc3)coc2c1,-10.8%,i,51.0%[activator],-32.0%,?,-15.8%,0.7%,-0.2%,-2.7
COc1ccc(CN(C)C(=O)CNC(=O)CNC(=O)c2ccc(Cl)cc2Cl)cc1F,3.7%,i,4.9%,-15.0%,12.5%,0.3%,8.1%,0.1%,1.7

Reformatted: entries from further up.
Cc1cccc(-n2ccnc2SCC(=O)Nc2ccc(F)cc2F)c1C
  TGFb inhibitor: -3.0%	ATXN viability: i	ATXN2 expr inh: -10.5%	HepG2 viability: -19.1%	Nrf2 block: .	A549 viability: 1.6%	EPAC2 agonist: .	Nrf2 ARE act: -0.5%	IL2 activator: .
COc1cccc(NC(=O)C(=O)N2CCOCC2)c1
  TGFb inhibitor: 18.9%	ATXN viability: i	ATXN2 expr inh: 27.8%	HepG2 viability: -0.3%	Nrf2 block: ?	A549 viability: -5.4%	EPAC2 agonist: 5.3%	Nrf2 ARE act: 2.4%	IL2 activator: -0.3
O=C(Cc1ccc(S(=O)(=O)N2CCOCC2)s1)N1CCN(S(=O)(=O)c2cccc([N+](=O)[O-])c2)CC1
  TGFb inhibitor: 2.3%	ATXN viability: i	ATXN2 expr inh: -10.9%	HepG2 viability: 3.1%	Nrf2 block: 1.1%	A549 viability: 4.4%	EPAC2 agonist: 5.9%	Nrf2 ARE act: 2.6%	IL2 activator: 3.1

Screening data as filed in PubChem BioAssay.
